UHRF1 binding: UHRF1 methyl-DNA binding inhibition | UHRF1 binding to methylated oligo, TR-FRET | Q96T88 | AID 687016 | inhibition, % at 4.4 µM | 0.75% of 370,000 active; in the data active = inhibition above about 21%;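 also: UHRF1 SRA domain binding a hemimethylated CpG hairpin DNA probe; 0% = median of test compound wells and 100% = reference inhibitor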
rCAG RNA binder: binds r(CAG) RNA repeats | r(CAG) RNA repeat, TO-PRO-1 dye displacement fluorescence | inhibition, % at 3 µM | 1.3% of 370,000 active;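 active = inhibition above the plate cutoff, the mean of all test compounds on that plate plus 3 SD, cut at about 35% in these data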;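 also: 0% = DMSO alone and 100% = 100 µM mitoxantrone as full dye displacement; higher means more dye released from RNA so lower well fluorescence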
HTRA1 inhibitor: HTRA1 (human) protease inhibition; recombinant HTRA1, FP-rhodamine activity-based probe, fluorescence polarization; inhibition, % at 5.96 µM; 0.5% of 340,000 active; AID 504803; in the data active = inhibition above about 36%;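 also: 0% = enzyme with DMSO and 100% = wells lacking enzyme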
Target sequence (Q92743 whole entry, looked up): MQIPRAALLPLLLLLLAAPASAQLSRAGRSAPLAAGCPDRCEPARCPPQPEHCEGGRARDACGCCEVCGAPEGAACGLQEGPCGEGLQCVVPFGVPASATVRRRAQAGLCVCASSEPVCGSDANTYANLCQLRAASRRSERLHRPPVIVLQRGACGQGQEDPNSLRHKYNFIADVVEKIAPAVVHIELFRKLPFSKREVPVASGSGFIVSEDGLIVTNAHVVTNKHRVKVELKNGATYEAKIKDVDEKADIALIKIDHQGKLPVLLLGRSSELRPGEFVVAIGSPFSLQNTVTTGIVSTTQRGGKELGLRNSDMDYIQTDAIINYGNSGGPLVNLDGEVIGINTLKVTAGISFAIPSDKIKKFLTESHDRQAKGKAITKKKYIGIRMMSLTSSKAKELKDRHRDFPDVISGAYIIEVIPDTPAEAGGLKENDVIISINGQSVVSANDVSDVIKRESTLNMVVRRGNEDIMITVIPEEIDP
TCR-CD3 inh: inhibitors of human TCR-CD3 interaction; TAMRA-labeled TCR probe fluorescence, biochemical; inhibition, % at 9.4 µM; 0.37% of 360,000 active; AID 651800; in the data active = inhibition above about 19%;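 also: recombinant mutant TCR 2C K166C tagged with TAMRA read by polarization; 0% = receptor in buffer alone and 100% = receptor with positive control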
SIAE inh: blocks human sialic acid acetylesterase. SIAE FP-Rh probe binding, fluorescence polarization. Q9HAT2. AID 1053197. 0.69% of 370,000 active. inhibition, % at 9.66 µM;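 active = inhibition above a cutoff: mean of compounds within the control limits plus 3 SD of those, cut at about 17% in these data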;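 also: 0% = plate median of compound wells and 100% = probe without SIAE protein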
MBD2 inh: inhibitors of human MBD2 binding to methylated oligonucleotide; Q9UBB5; TR-FRET; inhibition, % at 4.4 µM; 0.31% of 370,000 active; in the data active = inhibition above about 13%
PRMT1 inh: PRMT1 (human) inhibition, primary screen; recombinant PRMT1, activity-based probe fluorescence polarization; AID 652257; inhibition, % at 2.79 µM; Q99873; 1.3% of 370,000 active;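 active = inhibition above about 21% made by adding two undisclosed values, limit read from the data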
NPR2 activator: GC-B (human) receptor activation. P20594. activation, % at 10 µM. 0.11% of 370,000 active. HEK293-GC-B cells, CNP EC30, cGMP TR-FRET; 0% at EC30 CNP, 100% saturating CNP;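 active = activation at 10 µM reaching about 35% in either raw or pattern-adjusted values, limit read from the data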
ABHD4 inh: inhibits mouse alpha/beta hydrolase domain 4; Q8VD66; purified mABHD4, FP-Rh probe fluorescence polarization; inhibition, % at 8.92 µM; 0.54% of 370,000 active; AID 720543;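 active = inhibition exceeding the mean over every tested compound plus 3 SD, cut at about 30% in these data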;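 also: 0% = plate median of compound wells and 100% = S159A mutant with DMSO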
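assay system = mABHD4 protein | compound dosing = single nominal dose of 8.92 µM, 0.89% DMSO final | read-out basis = percent inhibition of probe binding, normalized to plate controls | schedule = Enzyme–compound pre-incubation 45 min, then probe 60 min, both 25 °C | detection = fluorescence polarization, excitation 525 nm, emission 598 nm, BODIPY TMR filters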
GC-A act: GC-A (human) enzyme activation | P16066 | HEK293 GC-A cells, cGMP TR-FRET, EC30 ANP; 0% at EC30 ANP, 100% saturating ANP | activation, % at 10 µM | 0.14% of 370,000 active | AID 1671463; in the data active = activation above about 40%
* = called active by the depositor; x = not tested or not shown. Only part of the results is shown (hit frequency here may not be typical).

SMILES | UHRF1 binding | rCAG RNA binder | HTRA1 inhibitor | TCR-CD3 inh | SIAE inh | MBD2 inh | PRMT1 inh | NPR2 activator | ABHD4 inh | GC-A act
CCCCN(C(=O)CN1C(=O)C2CCCCC2C1=O)c1c(N)n(Cc2ccccc2)c(=O)[nH]c1=O (stereo not given) | -3.9 | -1.6 | -3.8 | 2.1 | -6.6 | -2.8 | -3.8 | 0.1 | -2.8 | 1.5
O=C1NCCN1CCN1CCC(c2cn(-c3ccc(F)cc3)c3ccc(Cl)cc23)CC1 | 0.9 | 0.7 | x | x | -1.0 | -4.6 | -6.3 | -13.2 | 7.7 | -13.7
Cc1cc(OCCCn2ccnc2)ccc1[N+](=O)[O-] | 1.8 | -0.4 | -0.7 | -4.7 | 1.1 | -0.8 | 1.2 | 3.0 | 0.8 | 4.2
CCc1ccc(NC(=O)CCc2nc3cccnc3n2Cc2ccc(OC)cc2)cc1 | 0.2 | -2.1 | -19.7 | 3.0 | -5.6 | -2.4 | -1.3 | 13.8 | -3.1 | 7.4
Cc1ccc(SCc2[nH]nc3c2C2(C(=O)Nc4ccc([N+](=O)[O-])cc42)C(C#N)=C(N)O3)cc1 (stereo not given) | -4.4 | 0.7 | -31.4 | 4.5 | -6.1 | -5.9 | 0.7 | -6.7 | -13.1 | -2.6
O=C(CNC(=O)c1ccccc1F)OCc1nc2ccccc2s1 | -1.7 | 0.3 | 6.0 | 2.8 | -6.5 | -0.4 | -1.2 | 2.9 | 0.4 | 0.2
CS(=O)(=O)c1ccc(Cl)c(NC(=O)COC(=O)CNC(=O)c2cccs2)c1 | -1.5 | -1.3 | 0.6 | -1.9 | 3.3 | -0.4 | 0.3 | 2.9 | -3.5 | 2.9
CN1C2CCC1CC(N(CCc1ccccc1)C(=O)c1ccc(Cl)cc1)C2 (stereo not given) | 0.2 | -6.4 | 4.6 | 1.1 | 2.3 | 4.1 | -2.3 | -15.3 | -3.2 | -53.1
Cc1ccc(NC(=O)Nc2nc3ccc(S(C)(=O)=O)cc3s2)cc1 | 5.7 | 28.9 | -3.1 | -2.9 | -14.4 | 2.5 | 6.0 | -0.7 | -13.2 | -2.9
Cc1ccc2[nH]c(=O)c(CN(Cc3ccccc3)C(=S)NCCCN(C)C)cc2c1 | 1.3 | 5.2 | -18.7 | 5.9 | 2.7 | 1.9 | 0.4 | -12.8 | -0.4 | -17.9
COc1ccc(S(=O)(=O)NCCc2cn3nc(C)c(C)nc3n2)cc1F | 7.3 | 0.8 | -3.9 | -2.2 | 2.1 | 3.2 | 4.6 | 7.7 | 3.2 | 0.8
COc1ccc(N2C=C3C(=O)C(C)(OC(=O)CCc4ccccc4)C(=O)C=C3C=C2c2ccc(C#N)cc2)cc1 (stereo not given) | -7.7 | 16.1 | 17.4 | 5.2 | 1.8 | -8.9 | 1.8 | -3.0 | 0.8 | 1.9
CCCN(C(=O)Cc1nc(N)n[nH]1)C1(C(=O)Nc2ccccc2C)CCCCC1 | 2.1 | -1.4 | 1.9 | -4.2 | 3.4 | 4.1 | -0.7 | 1.6 | 1.5 | 1.9
O=C(/C=C/N1CCOCC1)c1coc2ccccc12 | 0.6 | 8.0 | -15.5 | -7.8 | -1.5 | -4.1 | 5.5 | 4.0 | -9.8 | 7.4
O=c1[nH]c(CN2CCCC2)nc2sc3c(c12)CCC3 | 0.8 | 2.6 | 0.1 | 6.6 | -5.0 | -2.9 | -4.8 | -0.1 | -3.2 | 0.0
Cc1cc(C(=O)N[C@@H](c2ccccc2)[C@]2(C)C[C@H]2[C@@H](C)C(=O)Nc2ccc3ccccc3c2)no1 | -2.3 | 12.1 | -69.4 | -1.9 | -38.9 | 2.8 | -0.8 | 0.1 | -39.4 | 0.1
COc1cc(NC(=O)CSc2ccc3c(c2)OCCO3)cc(OC)c1OC | -1.7 | -4.5 | 1.5 | 10.8 | 5.8 | -5.8 | -2.1 | 1.5 | 1.5 | -4.5
CCN(CCO)Cc1csc2cccc(Br)c12 | -3.4 | -3.1 | -8.2 | 1.1 | 1.9 | 2.6 | -1.6 | 3.9 | -1.7 | -2.1
Cc1ccc(S(=O)(=O)N(CC(O)CN2C(=O)NC(C)(C)C2=O)c2cccc(C)c2)cc1 (stereo not given) | -1.4 | -0.5 | -1.3 | 1.9 | -5.3 | -9.2 | -5.0 | -3.6 | 3.6 | -3.3
O=C1CCC(=O)N1CC(=O)N(c1ccccc1)c1ccccc1 | -1.4 | 2.5 | 2.2 | 9.2 | -1.3 | -0.7 | 2.5 | 2.7 | -1.7 | 0.5
CCCCC(=O)Nc1ccc(C(=O)NCCCn2ccnc2)cc1 | -2.9 | -1.7 | 1.3 | 9.3 | -1.9 | 0.4 | 3.3 | 3.1 | -0.4 | -0.9
O=C1CC(N(CCc2ccccc2)C(=S)Nc2ccccc2)C(=O)N1c1ccc(F)cc1 (stereo not given) | -0.1 | 4.2 | -27.6 | -1.8 | -11.9 | -3.5 | 6.2 | 4.0 | -7.5 | -3.8
COc1ccc(C(=O)Nc2ccccc2C(=O)NC(Cc2ccc(O)cc2)C(=O)NNC(=O)c2ccccc2Cl)cc1 (stereo not given) | -8.7 | 11.5 | -33.0 | 2.8 | -16.1 | -0.5 | -2.0 | 3.3 | -37.9 | 2.0
Cc1cccc(NC(=O)CN2C(=O)NC(Cc3ccccc3)C2=O)c1 (stereo not given) | 1.0 | 3.7 | 1.8 | 1.2 | 5.7 | -1.6 | -0.7 | 8.2 | -6.4 | 3.7

Taken from above.
GC-A act, `O=C(/C=C/N1CCOCC1)c1coc2ccccc12` is entered as 7.4
NPR2 activator, `CCN(CCO)Cc1csc2cccc(Br)c12` is entered as 3.9
GC-A act, `O=c1[nH]c(CN2CCCC2)nc2sc3c(c12)CCC3` is entered as 0.0
GC-A act, `Cc1ccc2[nH]c(=O)c(CN(Cc3ccccc3)C(=S)NCCCN(C)C)cc2c1` is entered as -17.9
HTRA1 inhibitor, `Cc1cc(C(=O)N[C@@H](c2ccccc2)[C@]2(C)C[C@H]2[C@@H](C)C(=O)Nc2ccc3ccccc3c2)no1` is entered as -69.4

In the list so far, two contain two or more sulfur atoms.
SMILES | UHRF1 binding | rCAG RNA binder | HTRA1 inhibitor | TCR-CD3 inh | SIAE inh | MBD2 inh | PRMT1 inh | NPR2 activator | ABHD4 inh | GC-A act
CS(=O)(=O)c1ccc(Cl)c(NC(=O)COC(=O)CNC(=O)c2cccs2)c1 | -1.5 | -1.3 | 0.6 | -1.9 | 3.3 | -0.4 | 0.3 | 2.9 | -3.5 | 2.9
Cc1ccc(NC(=O)Nc2nc3ccc(S(C)(=O)=O)cc3s2)cc1 | 5.7 | 28.9 | -3.1 | -2.9 | -14.4 | 2.5 | 6.0 | -0.7 | -13.2 | -2.9

In the list so far, these have a cyano group.
SMILES | UHRF1 binding | rCAG RNA binder | HTRA1 inhibitor | TCR-CD3 inh | SIAE inh | MBD2 inh | PRMT1 inh | NPR2 activator | ABHD4 inh | GC-A act
Cc1ccc(SCc2[nH]nc3c2C2(C(=O)Nc4ccc([N+](=O)[O-])cc42)C(C#N)=C(N)O3)cc1 (stereo not given) | -4.4 | 0.7 | -31.4 | 4.5 | -6.1 | -5.9 | 0.7 | -6.7 | -13.1 | -2.6
COc1ccc(N2C=C3C(=O)C(C)(OC(=O)CCc4ccccc4)C(=O)C=C3C=C2c2ccc(C#N)cc2)cc1 (stereo not given) | -7.7 | 16.1 | 17.4 | 5.2 | 1.8 | -8.9 | 1.8 | -3.0 | 0.8 | 1.9

Compound activity from PubChem.
